# Compound activity (PubChem)
# Hsp70 activator: Hsp70 transcriptional activation, primary screen; HeLa Hsp70 promoter luciferase reporter, luminescence; scaled: vehicle 0, proteasome-inhibitor control 100%; AID 1203; activation, % at 10 µM; hit rate 0.04% among 200,000;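 active = activation above the mean across all tested compounds plus 3 SD, cutoff set per campaign, cut at about 5.5% in these data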;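 also: 100% = MG132 at 30 µM as the positive control and 0% = DMSO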
# APP 5'UTR act: APP 5'UTR luciferase reporter activation; SH-SY5Y APP 5'UTR luciferase reporter, luminescence; zero percent = DMSO vehicle wells; AID 1276; hit rate 1% among 190,000; activation, % at 2 µM;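 active = activation above a set limit, based on mean plus 3 SD of controls, cut at about 140% in these data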; also: values of inactives mirror those of a sister screen read the other way
# STAT3 inh: reduces IL-6 driven STAT3 reporter signal; inhibition, % at 5.5 µM; AID 862; U3A cells, IL-6 STAT3-luciferase reporter, luminescence; host cell line lacks STAT1; hit rate 0.89% among 190,000;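 active = inhibition above the mean inhibition across all screened compounds plus 3 SD, cut at about 44% in these data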;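 also: 0% = DMSO only wells and 100% = 100 µM nifuroxazide control wells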
# NF-kB neuron act: NF-kB expression increase, human neuronal cells | AID 1239 | hit rate 1.6% among 190,000 | fold change at 12.5 µM | NF-kB reporter expression; hits give high values; in the data active = fold change above about 3.3
# STAT3 act: STAT3 signaling activation; activation (% of control), % at 5.6 µM; AID 871; hit rate 0.91% among 190,000; U3A cells, IL-6 STAT3-luciferase reporter, luminescence; 100% = signal with IL-6 EC80 alone;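 active = activation above the screen-wide mean of compound activation plus 3 SD, cut at about 130% in these data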;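 also: 0% = background luminescence of wells with medium and substrate only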
#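 Detection: reporter luminescence signal / Assay system: STAT1-lacking human U3A cells, STAT3 luciferase reporter / Incubation: compound pre-incubation 1 h before IL-6, then 6 h stimulation at 37 °C / Control set: IL-6-only high control / Read-out: % activation relative to IL-6 control / Probe or stimulus: Interleukin-6, 33 ng/mL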
# RAM network inh: yeast RAM network inhibition; S. cerevisiae dse1pr::URA3 reporter, 5-FOA growth OD615, 2 d; analog-sensitive cbk1-as2 kinase mutant strain; inhibition, % at 50 µM; hit rate 1.8% among 190,000;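 active = inhibition above a set limit, 3 SD over mean compound inhibition, cut at about 8.4% in these data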;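 also: 0% = DMSO-only wells with no growth and 100% = 10 µM 1-NA-PP1 full growth; inhibition rescues growth on 5-FOA so higher OD means more RAM inhibition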
# FLuc inhib CS: counter-screen for luciferase assay inhibitors: firefly luciferase inhibition; P08659; ATPLite firefly luciferase biochemical luminescence, 10 min; inhibition, % at 10 µM; hit rate 1.5% among 200,000; AID 1006;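 active = inhibition above about 50% when tested at 10 µM, limit read from the data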
# Target sequence (P08659 whole entry, looked up): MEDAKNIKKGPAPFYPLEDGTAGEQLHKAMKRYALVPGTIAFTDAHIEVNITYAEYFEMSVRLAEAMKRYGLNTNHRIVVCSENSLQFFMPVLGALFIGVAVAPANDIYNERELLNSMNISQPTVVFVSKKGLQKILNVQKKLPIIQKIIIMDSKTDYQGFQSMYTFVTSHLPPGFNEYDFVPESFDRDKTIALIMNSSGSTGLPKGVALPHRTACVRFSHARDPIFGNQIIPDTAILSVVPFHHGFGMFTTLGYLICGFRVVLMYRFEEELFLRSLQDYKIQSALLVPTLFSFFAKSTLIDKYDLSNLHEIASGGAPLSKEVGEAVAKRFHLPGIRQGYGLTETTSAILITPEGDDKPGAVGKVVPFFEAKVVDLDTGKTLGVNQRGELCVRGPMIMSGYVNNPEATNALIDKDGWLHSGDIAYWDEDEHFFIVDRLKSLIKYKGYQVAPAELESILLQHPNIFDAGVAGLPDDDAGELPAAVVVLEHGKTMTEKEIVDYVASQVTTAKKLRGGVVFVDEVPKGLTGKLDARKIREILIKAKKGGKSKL
# STAT1 activator: increases IFN-gamma driven STAT1 reporter signal. NIH 3T3 STAT1-luciferase reporter, luminescence; 100% = IFN-gamma alone, no compound. hit rate 2.6% among 200,000. activation (% of control), % at 5.5 µM;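 active = activation above the screen-wide mean activation plus 3 SD, cut at about 130% in these data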;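 also: raw ratio to IFN-gamma control signal so 100% means no change and 0% no light; values of inactives mirror those of a sister screen read the other way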
# APP transl inh: APP translation inhibition; SH-SY5Y APP 5'UTR-luciferase reporter, luminescence; inhibition, % at 2 µM; hit rate 0.82% among 190,000;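 active = inhibition above a set limit, derived from the sample mean plus 3 SD, cut at about 45% in these data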; also: values of inactives mirror those of a sister screen read the other way
# STAT1 blocker: inhibitors of IFN-gamma induced STAT1 signaling; hit rate 0.35% among 200,000; AID 920; NIH 3T3 STAT1-luciferase reporter, luminescence; inhibition, % at 5.5 µM;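 active = inhibition above a set limit, the mean inhibition across all tested compounds plus 3 SD, cut at about 34% in these data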;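 also: 0% = IFN-gamma with DMSO and 100% = IFN-gamma with 300 µM nifuroxazide; values of inactives mirror those of a sister screen read the other way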
# * = called active by the depositor; . = no result given.
SMILES,Hsp70 activator,APP 5'UTR act,STAT3 inh,NF-kB neuron act,STAT3 act,RAM network inh,FLuc inhib CS,STAT1 activator,APP transl inh,STAT1 blocker
COc1cc(N2CN=c3s/c(=C\c4ccccn4)c(=O)n3C2)cc(OC)c1OC,-0.2,-6.8,9.0,1.43,96.1,1.5,-3.6,108.4,6.8,-11.0
O=C(Nc1cccc(-c2cnc3ccccc3n2)c1)c1ccccc1,-0.3,8.7,7.3,1.11,98.0,3.5,-0.3,113.8,-8.7,-15.5
CC1(C)CC(=O)C(C(c2ccncc2)C2C(=O)CC(C)(C)CC2=O)C(=O)C1,-0.4,3.8,28.6,.,81.8,.,-6.6,96.0,-3.8,4.4
COc1ccc2cnnc(SCC(=O)Nc3ccccc3)c2c1OC,-0.1,8.0,13.7,0.71,86.9,1.8,-4.7,96.6,-8.0,3.8
COc1cc(OC)c(C2SCCS2)c(OC)c1,-0.4,-4.1,-1.8,1.1,101.7,0.8,-8.0,101.8,4.1,-2.1
CCn1c(SCC(=O)c2ccc(O)c(O)c2)nnc1-c1ccccc1,-0.2,11.3,10.3,1.45,98.9,2.4,4.0,100.8,-11.3,-1.4
Cc1cccc(OCC(=O)NNC(=O)CSc2ncc(C#N)c(N)n2)c1,0.0,14.0,1.6,1.26,105.3,1.2,-3.5,103.6,-14.0,-4.0
Cc1ccc(NS(=O)(=O)c2ccc(N3C(=O)CCC3=O)cc2)cc1,0.0,0.2,9.8,0.98,96.5,1.4,-3.7,104.6,-0.2,-5.0
CCOc1ccc2nc(NC(=O)c3cccc(-c4cc5ccccc5oc4=O)c3)sc2c1,-0.4,14.7,-10.5,1.55,114.6,1.4,3.9,101.6,-14.7,-1.8
Cc1cccc[n+]1C1C(c2ccc([N+](=O)[O-])cc2)C(C#N)=C(C(=C=[N-])C#N)NC1(O)C1CC1 (configuration not stated),-0.2,13.9,3.1,1.07,100.3,1.1,-6.7,96.9,-13.9,2.2
Cc1cc(C)n(CC(=O)NN)n1,-0.1,4.3,-0.2,1.12,101.7,0.5,-10.0,102.0,-4.3,-2.3
Cc1cc(C(=O)OCC(=O)N(C)c2ccccc2)ccc1[N+](=O)[O-],-0.2,-6.6,10.7,1,95.3,0.1,-6.6,98.0,6.6,0.8
CC(=O)c1cc2c(cc1NC(=O)CSc1nc3ccccc3o1)OCO2,-0.1,14.5,5.2,1.31,97.4,5.0,-7.5,102.8,-14.5,-7.8
Cc1nc2nc3c(cn2n1)C(=O)CC(c1ccccc1)C3 (configuration not stated),0.1,16.7,19.5,1.06,87.3,0.2,-7.2,95.0,-16.7,5.5
CC(Oc1cccc2cccnc12)C(=O)N/N=C/c1ccccc1 (configuration not stated),-0.3,10.8,2.8,0.94,102.0,0.0,5.0,100.3,-10.8,-2.2
CCCNc1nc2c(c(=O)n(C)c(=O)n2C)n1Cc1ccc(F)cc1,-0.3,6.1,22.6,0.74,87.8,0.5,-2.5,76.6,-6.1,25.9
CCOCCn1c(CC)nc2ccccc21,-0.4,9.5,15.0,1.27,89.0,2.5,-3.1,88.8,-9.5,10.3
COc1ccc(C(=O)Cc2cc(OC)c(OC)cc2[N+](=O)[O-])c(OC)c1,-0.3,3.6,-6.3,1.03,109.1,4.0,0.3,110.2,-3.6,-11.4
CC1CCCN(CCC(=O)c2ccc(Br)cc2)C1 (configuration not stated),-0.3,13.2,10.8,1.1,95.6,0.4,-7.8,93.8,-13.2,6.7
COCc1n[nH]c(=S)n1-c1ccccc1,-0.6,9.6,7.5,1.16,98.4,0.1,-11.5,101.5,-9.6,-1.6

# Quoted at random: six entries already listed, in no set order.
SMILES,Hsp70 activator,APP 5'UTR act,STAT3 inh,NF-kB neuron act,STAT3 act,RAM network inh,FLuc inhib CS,STAT1 activator,APP transl inh,STAT1 blocker
Cc1cc(C)n(CC(=O)NN)n1,-0.1,4.3,-0.2,1.12,101.7,0.5,-10.0,102.0,-4.3,-2.3
Cc1nc2nc3c(cn2n1)C(=O)CC(c1ccccc1)C3 (configuration not stated),0.1,16.7,19.5,1.06,87.3,0.2,-7.2,95.0,-16.7,5.5
CCOCCn1c(CC)nc2ccccc21,-0.4,9.5,15.0,1.27,89.0,2.5,-3.1,88.8,-9.5,10.3
CC1CCCN(CCC(=O)c2ccc(Br)cc2)C1 (configuration not stated),-0.3,13.2,10.8,1.1,95.6,0.4,-7.8,93.8,-13.2,6.7
CC(=O)c1cc2c(cc1NC(=O)CSc1nc3ccccc3o1)OCO2,-0.1,14.5,5.2,1.31,97.4,5.0,-7.5,102.8,-14.5,-7.8
COCc1n[nH]c(=S)n1-c1ccccc1,-0.6,9.6,7.5,1.16,98.4,0.1,-11.5,101.5,-9.6,-1.6

# 3 entries from above, with values under each structure:
# Order of results: Hsp70 activator | APP 5'UTR act | STAT3 inh | NF-kB neuron act | STAT3 act | RAM network inh | FLuc inhib CS | STAT1 activator | APP transl inh | STAT1 blocker
> COc1ccc(C(=O)Cc2cc(OC)c(OC)cc2[N+](=O)[O-])c(OC)c1
  -0.3 | 3.6 | -6.3 | 1.03 | 109.1 | 4.0 | 0.3 | 110.2 | -3.6 | -11.4
> CC1CCCN(CCC(=O)c2ccc(Br)cc2)C1 (configuration not stated)
  -0.3 | 13.2 | 10.8 | 1.1 | 95.6 | 0.4 | -7.8 | 93.8 | -13.2 | 6.7
> COCc1n[nH]c(=S)n1-c1ccccc1
  -0.6 | 9.6 | 7.5 | 1.16 | 98.4 | 0.1 | -11.5 | 101.5 | -9.6 | -1.6

# More structures follow:
SMILES,Hsp70 activator,APP 5'UTR act,STAT3 inh,NF-kB neuron act,STAT3 act,RAM network inh,FLuc inhib CS,STAT1 activator,APP transl inh,STAT1 blocker
COc1cccc(C(=O)OCCCN(C)C)c1,-0.3,3.6,-0.5,1.07,102.5,0.0,-2.7,100.0,-3.6,-0.1
CNC(=O)C1CC(=O)N(CCc2ccc(OC)cc2)C(=Nc2ccc(OC)cc2)S1 (configuration not stated),0.0,-3.5,1.9,1.1,101.5,0.1,-1.7,96.0,3.5,4.3
Cc1ccc(NC(=S)NCCN(C2CCCCC2)C2CCCC2)cc1C,-0.3,11.2,1.6,0.75,106.6,0.5,-1.9,94.6,-11.2,3.9
O=C1C2CC=CCC2C(=O)N1c1ccc(OCC(O)Cn2nnc3ccccc32)cc1 (configuration not stated),-0.1,6.5,2.1,0.85,97.0,-0.6,-6.6,89.7,-6.5,11.2
Cc1cccc(CCNC(=O)C2CCC(CNS(=O)(=O)c3cccs3)CC2)c1 (configuration not stated),0.4,5.4,10.1,1.19,101.2,6.5,-10.8,92.5,-5.4,7.3
Nc1ccc(Nc2ccccc2N)cc1,0.9,-0.7,-0.5,1.08,106.1,7.8,0.6,110.5,0.7,-9.8
O=C(NC(Cc1ccccc1)C(=O)O)/C(=C/c1ccc([N+](=O)[O-])cc1)NC(=O)c1ccccc1Br (configuration not stated),-0.5,14.1,-1.1,1.21,102.2,-0.6,-6.0,95.7,-14.1,3.6
N#Cc1c(NC(=O)C2CC(c3c(F)cccc3Cl)=NO2)sc2c1CCC2 (configuration not stated),-0.1,-3.7,2.0,1.29,96.3,3.4,1.8,109.6,3.7,-10.8
O=C(NC1CCCCC1)C(c1ccc2ncccc2c1)N(Cc1ccc2c(c1)OCO2)C(=O)c1cccs1 (configuration not stated),-0.1,-13.6,0.3,0.86,104.6,-0.1,-4.8,68.0,13.6,35.5*
O=C(N/N=C(\c1ccccc1)c1ccccn1)c1cccc([N+](=O)[O-])c1,-0.4,-85.2,-5.1,1.08,105.6,0.5,-1.0,88.2,85.2*,11.6
Cc1onc(-c2c(F)cccc2Cl)c1C(=O)NCc1ccco1,0.0,19.5,2.4,1.04,102.7,1.1,-3.1,97.7,-19.5,2.5
COc1ccc(Br)cc1CN1CCN(C(=O)c2cccc(OC)c2OC)CC1,-0.4,.,-2.8,0.87,108.7,-0.7,-3.9,90.9,.,9.9
COCc1nnc(SCC(=O)NC(C)c2ccccc2)n1-c1ccccc1 (configuration not stated),-0.3,-1.0,7.9,1.12,96.5,-0.1,-1.9,108.4,1.0,-9.1
O=C/C(=C\Nc1ccccn1)c1nc2cc(Cl)ccc2o1,-0.2,-10.1,-40.0,1.16,134.5*,1.0,3.6,108.8,10.1,-9.6
Cc1ccc(C)c(OCC(=O)NCCNC(=O)COc2cc(C)ccc2C)c1,-0.2,-2.2,-0.1,1.2,102.8,2.3,-4.4,92.9,2.2,3.5
Cc1cc(C)c2c(N)c(C(=O)NCc3ccco3)sc2n1,0.0,26.1,7.7,1.69,97.0,0.4,12.5,105.7,-26.1,-6.2
Cc1nnc(SCc2nc3sc4c(c3c(=O)[nH]2)CCCC4)[nH]c1=O,0.0,-3.5,4.0,0.8,100.6,1.6,2.8,95.2,3.5,2.0
O=C(COc1nsnc1N1CCOCC1)N/N=C/c1ccccc1O,-0.2,-5.2,21.5,1.06,84.7,1.8,-0.2,99.4,5.3,0.6
Cc1cccc(N2CCN(C(=O)C3(S(=O)(=O)c4ccc(Cl)cc4)CC3)CC2)c1C,-0.1,-9.4,-2.7,0.88,103.9,8.6*,-7.0,99.4,9.4,-0.9
Cn1c(CNC(=O)c2ccc(F)cc2)nc2ccccc21,-0.3,11.8,5.5,1.18,94.8,1.6,-2.8,98.8,-11.8,-1.6
CCOC(=O)N1CCN(C(=S)Nc2cccc(C)c2)CC1,-0.4,2.3,0.6,0.96,99.8,0.6,-6.8,97.0,-2.3,3.3
Cc1cc(CN2CCCCC2)oc1C(=O)O,-0.4,.,-0.7,0.99,99.3,0.3,-6.7,99.8,.,0.2
c1ccc2c(c1)CCCN2Cc1nnnn1C1CCCC1,1.4,-11.7,-25.6,1.26,124.5,0.7,-5.1,98.9,11.7,1.2
Cc1ccc(C(=O)OCC(=O)Nc2sc3c(c2C#N)CCCC3)cc1NC(=O)c1ccco1,-0.1,-19.4,-11.3,1.17,109.3,4.9,-7.8,94.3,19.4,0.4
O=C(Cc1ccccc1)NC(Nc1cccc2ccccc12)C(Cl)(Cl)Cl (configuration not stated),0.1,-1.9,-0.4,1.05,105.7,4.4,-2.9,104.7,1.9,-5.1
CC/C(O)=C1\C(=O)CC(c2ccccc2)CC1=NCCc1c(C)[nH]c2ccc(C)cc12 (configuration not stated),0.0,-4.2,-2.9,1.09,102.4,2.8,-3.8,103.8,4.2,-4.1
C=CCn1c(SCC(=O)Nc2nnc(CC)s2)nnc1-c1ccncc1,-0.1,-5.2,10.1,1.26,96.0,0.6,-0.1,96.6,5.2,1.6
Cc1cc(-c2nnc3sc(-c4ccc(Cl)cc4Cl)nn23)n[nH]1,0.1,-12.1,25.9,1.2,79.3,3.0,-0.3,102.7,12.1,-2.9
